AMA1 RON2 block – qHTS for Inhibitors of AMA1-RON; Towards Development of Antimalarial Drug Lead: Primary Screen; Plasmodium falciparum AMA1 (3D7) - RON2 peptide interaction; AlphaScreen AMA1-biotinylated RON2 peptide binding; Potency, µM (titrated, usually from 58.2 µM), inactives show at the top dose activity change, negative = inhibition, actives largely listed as inhibitors; 0.2% of 360,000 active; AID 720542, 2013;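 further: potency means the concentration at half of the fitted maximal effect; 0% = vehicle wells and -100% = peptide control; nearly all actives have a fitted effect of over 45% in size; some results filed as inactive show a strong effect at the top dose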
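AMA1 (3D7) with his tag at 25 nM final met compounds first, then biotinylated RON2 peptide at 25 nM; detection used donor plus acceptor beads, 10 µg/mL apiece, read by AlphaScreen after 30 min at room temperature.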
Giardia FBPA inh – qHTS Assay for Inhibitors of Fructose-1,6-bisphosphate Aldolase from Giardia Lamblia; AID 2451, 2010; Potency, µM (series often up to 59.6 µM), inactives show at the highest dose activity, negative = inhibition, usual class: inhibitors; 0.71% of 290,000 active; purified Giardia FBPA; further: potency means the concentration at half of the fitted maximal effect; nearly all actives have a fitted effect of over 55% in size
Target sequence (A8B2U2 whole entry, looked up): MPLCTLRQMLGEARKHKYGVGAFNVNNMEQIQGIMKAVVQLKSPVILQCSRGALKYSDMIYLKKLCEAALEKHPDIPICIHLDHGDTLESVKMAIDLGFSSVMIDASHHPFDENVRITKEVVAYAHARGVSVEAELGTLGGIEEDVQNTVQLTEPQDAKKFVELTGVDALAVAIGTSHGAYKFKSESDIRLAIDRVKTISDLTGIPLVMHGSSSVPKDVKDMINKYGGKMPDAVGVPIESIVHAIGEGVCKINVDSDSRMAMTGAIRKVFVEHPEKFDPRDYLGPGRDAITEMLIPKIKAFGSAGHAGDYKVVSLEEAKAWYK
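Giardia FBPA (40 nM reagent) was preincubated 10 min at RT with compound (up to 57.5 uM final), then substrate plus GAPDH/TPI/NAD/arsenate coupling system with diaphorase/resazurin was added; resorufin fluorescence (525/598 nm) was read after 20 min.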
Sm TGR inh – qHTS Assay for the Inhibitors of Schistosoma Mansoni Peroxiredoxins. Schistosoma mansoni thioredoxin glutathione reductase (TGR), Q962Y6. purified TGR, DTNB reduction, TNB absorbance 405 nm. Potency, µM (highest dose often 114 µM), without a hit: top-dose activity change, negative = inhibition, most hits filed as inhibitors. 3% of 360,000 active; further: potency means the concentration at half of the fitted maximal effect; nearly all actives have a fitted effect of over 60% in size
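Kinetic colorimetric format: TGR-catalysed, NADPH-driven DTNB reduction monitored via TNB absorbance. Enzyme dispensed at 20 nM; compound exposure 15 min at room temperature before reaction start.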
AmpC inh detg – qHTS Inhibitors of AmpC Beta-Lactamase (assay with detergent); P00811; AmpC hydrolysis of nitrocefin, absorbance 480 nm, 0.01% Triton; Potency, µM (highest dose often 114 µM), inactives show at the top dose activity change, negative = inhibition, most hits filed as inhibitors; 0.041% of 370,000 active;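 further: potency means the concentration at half of the fitted maximal effect; 0% = no-compound wells and -100% = no-enzyme wells; nearly all actives have a fitted effect of over 25% in size; some results filed as inactive show a strong effect at the top dose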
Target sequence (P00811 whole entry, looked up): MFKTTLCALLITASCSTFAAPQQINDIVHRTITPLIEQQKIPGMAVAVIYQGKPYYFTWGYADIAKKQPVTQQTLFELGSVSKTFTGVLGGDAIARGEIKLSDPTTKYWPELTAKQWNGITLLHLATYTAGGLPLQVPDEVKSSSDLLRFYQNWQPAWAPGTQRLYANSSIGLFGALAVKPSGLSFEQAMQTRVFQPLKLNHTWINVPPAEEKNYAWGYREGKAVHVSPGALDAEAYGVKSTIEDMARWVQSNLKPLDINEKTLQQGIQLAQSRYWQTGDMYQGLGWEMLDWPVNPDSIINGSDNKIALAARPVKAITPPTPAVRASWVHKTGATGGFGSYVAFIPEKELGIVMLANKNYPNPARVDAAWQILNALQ
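AmpC (5.3 nM in the dispensed reagent) in 20 mM phosphate pH 7.0 with 0.01% (detergent screen) or 0.0001% Triton X-100 was preincubated with compounds for 15 min at room temperature. Nitrocefin was then added from an 800 uM solution, and hydrolysis was followed at 480 nm.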
HCMV antiviral – qHTS Assay for inhibitors of the human cytomegalovirus (HCMV). HFF cells, HCMV-luciferase reporter, 72 h; stronger effect = lower value. activity change, negative = inhibition, % at 57.5 µM. 4.5% of 410,000 active; in the data active means activity change below about -60%; inconclusive means no clear call, values can overlap the other calls; inactive means above about -39%
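Steps: HFFs plated, 16 h 37C; compounds added; HCMV-luciferase added to MOI 1 PFU/cell; 72 h 37C; OneGlo reagent, 5 min room temperature; luminescence read, normalized to controls.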
AmpC no deterg – qHTS Inhibitors of AmpC Beta-Lactamase (assay without detergent); P00811; AmpC nitrocefin hydrolysis, absorbance 480 nm, 0.0001% Triton; Potency, µM (doses to about 57.1 µM), for inactives: at the highest dose activity change, negative = inhibition, actives largely listed as inhibitors; 0.52% of 330,000 active;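 further: potency means the concentration at half of the fitted maximal effect; plate controls were no compound for no effect and no enzyme for full effect; nearly all actives have a fitted effect of over 20% in size; some results filed as inactive show a strong effect at the top dose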
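20 mM phosphate pH 7.0 + 0.01% (detergent screen) or 0.0001% Triton X-100; 5.3 nM AmpC reagent; cpd preinc 15 min RT; nitrocefin (800 uM stock) to start; A480 q20 s × 4 min; Activity was normalised to no-enzyme and no-compound control wells.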
* hit, by the source's call; ? = inconclusive; · = no result given; [ ] = remark or other dose. Unless noted, the call rests on the fitted dose curve; in most records, active means well fitted curve in the direction sought with a large enough effect; inconclusive means small, poorly fitted or top-dose-only effect, or another doubt; inactive means no such curve, though single readings can be large; an effect the other way counts as inactive or inconclusive. Unless noted, on the % scale 0 is the no-effect control and ±100 the full control effect.

(1) O=C(CNC(=O)c1ccc2c(c1)OCO2)N/N=C(Br)/C=C/c1ccccc1
(2) N#CC(C(=O)O)=C1CCCC1
(3) Oc1c(C=C2N=c3ccccc3=N2)sc(=S)n1-c1ccccc1
(4) COc1ccccc1CNC(=O)CCCc1nnc2n(CC(C)C)c(=O)c3sccc3n12
(5) Cn1c(COc2ccc(Br)cc2)nnc1SC1CCc2ccccc2C1=O (stereo not drawn)
(6) COc1ccc(-c2cc(C(F)(F)F)nc(SCC(=O)N(C)Cc3ccccc3)n2)cc1
(7) Cc1onc(-c2ccccc2Cl)c1C(=O)N1CCN=C1SCc1cccnc1
(8) CCOC(=O)Cc1csc2nc(-c3ccccc3)nn12
(9) Cc1cccc(OCC(=O)N/N=C/c2ccc3c(c2)OCO3)c1
(10) COc1ccc(CC(=O)Nc2ccccc2Oc2ccccc2)cc1

Assay by compound	1	2	3	4	5	6	7	8	9	10
AMA1 RON2 block	-1%	-3%	2%	·	55%[activator]	·	13%	-10%	6%	·
Giardia FBPA inh	17%	-8%	-3%	·	18µM*	·	0%	7%	0%	3%
Sm TGR inh	2%	1%	-13%	6%	?	0%	3%	-2%	10%	3%
AmpC inh detg	3%	-9%	-9%	19%	-4%	2%	-2%	-13%	5%	10%
HCMV antiviral	-21	-1	20	?	-1	-16	33	-23	-30	-26
AmpC no deterg	-25%	-13%	-16%	·	-17%	·	-23%	1%	-23%	-3%

(11) Cc1cccc(C(=O)N2CCCC(c3nc(-c4ccc(F)cc4)no3)C2)c1 (stereo not drawn)
(12) Cc1ccnc(NC(=O)c2c(C)oc3ncn(CC(C)C)c(=O)c23)c1
(13) Cc1ccc(SCCC(=O)Nc2ccccc2C(=O)N2CCOCC2)cc1
(14) COc1ccc(CCn2c(=N)c(C(=O)NC3CCCCC3)cc3c(=O)n4ccccc4nc32)cc1
(15) COc1ccc(CNC(=O)[C@@H](NC(=O)C2CCN(C(=O)[C@@H](N)CC(C)C)CC2)C(C)C)cc1
(16) CCOc1ccc(C2N(c3ccc(F)cc3)C(=O)C3CCCN32)cc1OC (stereo not drawn)
(17) COc1ccc(N2C(=O)CC(N3CCN(c4ccc(Cl)cc4)CC3)C2=O)cc1 (stereo not drawn)
(18) Cc1nc2ccccc2n1C1CC(=O)N(Cc2ccccc2)C1=O (stereo not drawn)
(19) COC(=O)C(C)NC(=O)c1cn(-c2ccccc2OC)c(=O)c2ccccc12 (stereo not drawn)
(20) CC(C)(C)OC(=O)NCCCC[C@@H](C(=O)N1CCN(C(=O)OC(C)(C)C)CC1)n1cc(C(CO)NC(=O)OC(C)(C)C)nn1 (stereo partly drawn)

Assay by compound	11	12	13	14	15	16	17	18	19	20
AMA1 RON2 block	4%	·	8%	-10%	1%	8%	-1%	18%	-4%	5%
Giardia FBPA inh	10%	·	1%	·	?	0%	1%	1%	7%	-14%
Sm TGR inh	2%	5%	1%	0%	-3%	0%	45µM*	-10%	6%	1%
AmpC inh detg	?	21%	?	2%	-7%	-11%	-13%	-6%	-3%	5%
HCMV antiviral	7	61	-13	17	2	5	-16	-18	-2	?
AmpC no deterg	68%[activator]	·	4%	-14%	14%	5%	43%	13%	-7%	197%[activator]

(21) CC(=O)Nc1ccc(OCc2ccc(S(=O)(=O)Cc3ccccc3)cc2)cc1
(22) CCC(=O)Nc1ccc(S(=O)(=O)NCc2ccco2)cc1
(23) CSc1ncccc1C(=O)Nc1cccc(S(=O)(=O)N2CCCCCC2)c1
(24) COC(=O)c1cc(S(=O)(=O)NCc2ccc(F)cc2)cn1C
(25) CC1(c2nnc(-c3ccc(F)cc3)o2)CC(c2ccc(Cl)cc2)=NO1 (stereo not drawn)
(26) O=C(NCC1CCCO1)c1cccc(S(=O)(=O)Nc2cccc(C(F)(F)F)c2)c1 (stereo not drawn)
(27) Cc1ccsc1/C=N/N1CCN(C2c3ccccc3-c3ccccc32)CC1
(28) C/C=C/c1ccc(OCCCN2C(=O)NC(C)(C)C2=O)c(OC)c1
(29) CC(C)CNC(=O)/C(C#N)=C1\N=C(NC(=O)c2ccco2)c2ccccc21
(30) COc1ccc(-c2nnn(CC(=O)N(C3CCCCC3)C(C)C(=O)NC3CCCC3)n2)cc1OC (stereo not drawn)

Assay by compound	21	22	23	24	25	26	27	28	29	30
AMA1 RON2 block	-3%	2%	-8%	2%	3%	-4%	-22%	-1%	16%	-7%
Giardia FBPA inh	9%	4%	·	-9%	-6%	·	1%	1%	-12%	7%
Sm TGR inh	·	0%	·	1%	16%	·	-23%	?	-19%	-19%
AmpC inh detg	4%	?	·	-4%	-4%	·	-6%	-14%	1%	-15%
HCMV antiviral	55	-18	0	17	-25	27	-20	7	-36	-3
AmpC no deterg	-7%	-16%	-15%	-7%	45%	-23%	-27%	87%[activator]	3%	82%[activator]

Part of the list above in order of SMILES length, lowest first:
(28) C/C=C/c1ccc(OCCCN2C(=O)NC(C)(C)C2=O)c(OC)c1
(26) O=C(NCC1CCCO1)c1cccc(S(=O)(=O)Nc2cccc(C(F)(F)F)c2)c1 (stereo not drawn)
(30) COc1ccc(-c2nnn(CC(=O)N(C3CCCCC3)C(C)C(=O)NC3CCCC3)n2)cc1OC (stereo not drawn)

Assay by compound	28	26	30
AMA1 RON2 block	-1%	-4%	-7%
Giardia FBPA inh	1%	·	7%
Sm TGR inh	?	·	-19%
AmpC inh detg	-14%	·	-15%
HCMV antiviral	7	27	-3
AmpC no deterg	87%[activator]	-23%	82%[activator]

By substructure, the compounds so far with two or more sulfur atoms.
(3) Oc1c(C=C2N=c3ccccc3=N2)sc(=S)n1-c1ccccc1
(23) CSc1ncccc1C(=O)Nc1cccc(S(=O)(=O)N2CCCCCC2)c1

Assay by compound	3	23
AMA1 RON2 block	2%	-8%
Giardia FBPA inh	-3%	·
Sm TGR inh	-13%	·
AmpC inh detg	-9%	·
HCMV antiviral	20	0
AmpC no deterg	-16%	-15%

Results in Sm TGR inh and AMA1 RON2 block (2 entries from above):
item	SMILES	Sm TGR inh	AMA1 RON2 block
27	Cc1ccsc1/C=N/N1CCN(C2c3ccccc3-c3ccccc32)CC1	-23%	-22%
21	CC(=O)Nc1ccc(OCc2ccc(S(=O)(=O)Cc3ccccc3)cc2)cc1	·	-3%

The results go on:
(31) CCOc1ccc(C(=O)Nc2ccc3c(c2)N(C(C)=O)CCC3)cc1OCC
(32) COc1cccc(-c2nc(CS(=O)(=O)CC(=O)N3CCN(C)CC3)c(C)o2)c1
(33) CCOC(=O)N1CCC(NC(=O)CCc2cn(C)c3ccccc23)CC1
(34) Cc1ccc(C)c(N(CC(=O)NC2CCCC2)C(=O)CNC(=O)c2cccs2)c1
(35) CC(C)c1cc(NC(=O)c2ccccc2)cc(C(C)C)c1O
(36) Cc1ccc2[nH]c3c(NCCN4CCOCC4)ncnc3c2c1
(37) CCc1nc(N2CCOCC2)c(C#N)c2c1COC(C)(C)C2
(38) C=CCN(CC=C)S(=O)(=O)c1ccc2nc(NC(=O)C3CCCO3)sc2c1 (stereo not drawn)
(39) Cn1c(SCC(=O)N2CC(=O)Nc3ccccc32)nc2ccccc2c1=O
(40) CCOc1ccc(NC(=O)C2CC(=O)N(c3ccc4c(c3)OCCO4)C2)cc1OCC (stereo not drawn)

Assay by compound	31	32	33	34	35	36	37	38	39	40
AMA1 RON2 block	·	21%	9%	-8%	-4%	-3%	12%	-9%[2.32 µM]	-14%	-8%
Giardia FBPA inh	·	4%	-3%	·	-12%	-1%	3%	14%	·	·
Sm TGR inh	20%	-2%	0%	9%	3%	-17%	-22%[11.4 µM]	-12%	-25%	-7%
AmpC inh detg	12%	1%	0%	2%	11%	0%	-5%	-14%	-2%	-19%
HCMV antiviral	2	1	16	7	-1	-23	-31	?	-33	-12
AmpC no deterg	·	-10%	12%	-11%	-19%	-23%	17%	-2%	-34%	-7%

(41) CCOC(=O)C1=C(CNCc2ccccc2)NC(=O)NC1c1ccc(C)cc1 (stereo not drawn)
(42) O=C1CSC(c2cccc([N+](=O)[O-])c2)N1c1c(F)cccc1F (stereo not drawn)
(43) Cc1c(C(=O)N(Cc2ccc(N(C)C)cc2)Cc2ccco2)oc2cc(Br)ccc12
(44) Cc1nnnn1-c1ccc(CC(=O)O)cc1
(45) Cc1ccc(-n2c(C)cc(/C=N/Nc3ccc([N+](=O)[O-])cn3)c2C)c(C)c1
(46) CCOC(=O)c1c(C)[nH]c(C)c1S(=O)(=O)N(C)CC(=O)Nc1ccc(C)cc1Br
(47) CN(C)S(=O)(=O)c1cccc(COC(=O)CN2CCCCCC2=O)c1
(48) COc1ccc(Cl)cc1NC(=O)Cn1nnc(C(=O)NCc2cccs2)c1N
(49) CCOC(=O)C1CCN(C(=O)Cn2nc(C)n3nc(-c4ccc(OC)cc4)cc3c2=O)CC1
(50) COc1cccc(-c2onc3ccc(C4(C)OCCO4)cc23)c1

Assay by compound	41	42	43	44	45	46	47	48	49	50
AMA1 RON2 block	·	5%	·	-2%	-22%	·	25%	·	1%	4%
Giardia FBPA inh	·	0%	·	-2%	-6%	·	4%	·	·	1%
Sm TGR inh	-27%	0%	3%	·	-14%	4%	1%	0%	2%	5%
AmpC inh detg	-6%	4%	20%	-2%	1%	1%	3%	-6%	-2%	?
HCMV antiviral	-70*	1	26	-33	6	-17	-2	-12	-20	-35
AmpC no deterg	·	-20%	·	-13%	-28%	·	-13%	·	62%[activator]	36%

(51) COc1cc(/C=C/C(=O)N(Cc2ccccc2)c2ccccn2)cc(OC)c1OC
(52) NC(=O)CSc1ncc2c(n1)-c1ccccc1N(Cc1ccc(Cl)cc1)S2(=O)=O
(53) O=C(Nc1ccccc1N1CCCC1)C1CC(=O)N(Cc2ccccc2)C1 (stereo not drawn)
(54) Cc1ccc(C(=O)NC(Cc2cccc(C(F)(F)F)c2)C(=O)O)cc1 (stereo not drawn)
(55) Cc1cc(C)cc(NC(=O)CS(=O)(=O)c2ccccc2)c1

Assay by compound	51	52	53	54	55
AMA1 RON2 block	-6%	·	10%	13%	0%
Giardia FBPA inh	-1%	·	·	·	-8%
Sm TGR inh	4%	1%	-2%	·	-13%
AmpC inh detg	0%	-4%	-1%	·	-14%
HCMV antiviral	22	4	-10	27	5
AmpC no deterg	56%	·	11%	-23%	-42%

This is a random part of the collection; overall some 7.8% were active at least once.
